FadD28 FP inh: M. tuberculosis FadD28 bisubstrate binding inhibition. inhibition, % at 12.5 µM. AID 588549. FadD28 bisubstrate probe binding, fluorescence polarization. actives 0.22% (n = 360,000); in the data active = inhibition above about 8.5%, passing the limit was not always enough; inconclusive = no clear call, values can overlap the other calls
GDH-TPI counter: inhibits GDH-TPI coupling enzymes, artifact for Mtb FBA screen | GDH-TPI coupled enzyme counterscreen, NADH absorbance | actives 1.2% (n = 360,000) | inhibition, % at 4.8 µM;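 also: 0% = DMSO wells and 100% = wells lacking the enzyme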
Mtb FBA inh: inhibitors of M. tuberculosis fructose-bisphosphate aldolase; P9WQA3; purified M. tuberculosis FBA, fluorescence read-out; inhibition, % at 1 µM; actives 2.3% (n = 360,000); in the data active = inhibition above about 27%;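 also: 0% = vehicle and 100% = reference inhibitor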
Target sequence (P9WQA3 whole entry, looked up): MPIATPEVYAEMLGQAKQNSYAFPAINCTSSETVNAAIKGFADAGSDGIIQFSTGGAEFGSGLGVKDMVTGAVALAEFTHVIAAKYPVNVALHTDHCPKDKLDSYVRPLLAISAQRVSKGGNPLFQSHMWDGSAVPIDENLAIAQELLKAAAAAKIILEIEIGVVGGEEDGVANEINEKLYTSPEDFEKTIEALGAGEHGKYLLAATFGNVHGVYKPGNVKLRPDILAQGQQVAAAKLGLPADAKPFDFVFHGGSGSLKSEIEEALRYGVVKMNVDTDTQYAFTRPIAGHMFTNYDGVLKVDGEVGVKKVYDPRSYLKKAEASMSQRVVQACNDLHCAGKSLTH
CCHFV vOTU inh: blocks the CCHF virus ovarian tumor domain protease. CCHFV vOTU protease, Pep-AMC fluorescence. inhibition, % at 11.5 µM. actives 0.55% (n = 370,000); also: 0% = vehicle wells with enzyme and 100% = no enzyme wells
BoNT A protease: blocks Botulinum neurotoxin A light chain protease. inhibition, % at 10 µM. multiplex microsphere protease substrate cleavage, flow cytometry. actives 0.17% (n = 360,000); in the data active = inhibition above about 30%; inconclusive = no clear call, values can overlap the other calls; also: plate controls were buffer without enzyme for full effect and enzyme alone for no effect
UGM FP inh: Mtb UDP-galactopyranose mutase inhibition. inhibition, % at 10 µM. purified UGM, fluorescence polarization probe displacement. AID 504406. P9WIQ1. actives 0.06% (n = 320,000); in the data active = inhibition above about 10%, passing the limit was not always enough; inconclusive = no clear call, values can overlap the other calls
Target sequence (P9WIQ1 whole entry, looked up): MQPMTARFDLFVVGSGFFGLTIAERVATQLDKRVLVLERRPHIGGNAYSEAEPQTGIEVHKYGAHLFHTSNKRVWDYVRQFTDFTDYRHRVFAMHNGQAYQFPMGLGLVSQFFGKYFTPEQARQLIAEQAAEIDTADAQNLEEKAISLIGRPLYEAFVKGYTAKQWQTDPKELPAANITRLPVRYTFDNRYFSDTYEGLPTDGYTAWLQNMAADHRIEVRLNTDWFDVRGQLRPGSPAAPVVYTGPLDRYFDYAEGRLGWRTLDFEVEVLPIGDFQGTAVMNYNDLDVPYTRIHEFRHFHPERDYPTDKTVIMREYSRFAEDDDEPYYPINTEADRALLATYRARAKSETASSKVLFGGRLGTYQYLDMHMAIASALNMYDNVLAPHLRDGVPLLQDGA
PrPC TRFRET: reduces human prion protein on the cell surface; actives 0.43% (n = 370,000); inhibition, % at 13.8 µM; cell surface PrPC, TR-FRET read-out; AID 720596; in the data active = inhibition above about 24%; also: 0% = median of the test wells and 100% = reference compound wells
BoNT-F LC inh: BoNT F light chain protease inhibition; Multiplex microsphere protease cleavage assay, flow cytometry; inhibition, % at 10 µM; actives 0.22% (n = 360,000); in the data active = inhibition above about 35%, passing the limit was not always enough; inconclusive = no clear call, values can overlap the other calls; also: plate controls were buffer without enzyme for full effect and enzyme alone for no effect
Mtb BioA inh: blocks M. tuberculosis BioA enzyme activity; purified M. tuberculosis BioA enzyme, plate reader; inhibition, % at 9.99 µM; actives 0.096% (n = 360,000); in the data active = inhibition above about 40%; inconclusive = no clear call, values can overlap the other calls
The depositor's hits bear a star; ? = inconclusive; . = no result given. Rule as the data show it, unless noted: active = inhibition above about 30%; inactive = the rest.

SMILES	FadD28 FP inh	GDH-TPI counter	Mtb FBA inh	CCHFV vOTU inh	BoNT A protease	UGM FP inh	PrPC TRFRET	BoNT-F LC inh	Mtb BioA inh
CC(Oc1ccc(Cl)cc1Cl)C(=O)NNC(=O)c1cccnc1 (stereo not drawn)	0.0	9.2	-1.5	12.0	-0.2	-0.4	6.5	1.2	.
C1CCC(NC2=NCCC2)CC1	-0.3	6.8	1.1	-3.5	1.7	2.8	-0.8	2.6	0.6
COc1ccc2[nH]cc(CCNC(=O)Cc3c(F)cccc3Cl)c2c1	-4.1	-12.3	-1.3	19.2	-2.3	5.2	-0.9	4.0	0.6
CC1(C)CC(=O)C(C2(O)C(=O)N(Cc3ccccc3)c3ccccc32)CO1 (stereo not drawn)	2.6	2.9	2.7	4.1	?	-3.7	-9.1	-1.1	3.8
CC12CCC(C(=O)Nc3cccc(Cl)c3)(C(Br)C1=O)C2(C)C (stereo not drawn)	-3.2	1.5	0.2	1.3	0.0	-0.3	3.7	2.4	0.2
Cc1ccccc1C(=O)Nc1c(C)[nH]c(=O)[nH]c1=O	-2.9	-1.5	-5.5	-9.3	-1.7	-5.4	-0.5	6.7	.
COC(=O)CN1C(=O)N/C(=C/c2cc(Cl)c(OC)c(OC)c2)C1=O	1.1	17.0	2.8	1.0	-0.5	-2.9	-6.3	1.6	-1.1
COc1ccc(NC(=O)CSc2nc(N)c(NC(=O)c3cccs3)c(=O)[nH]2)cc1	-2.2	-1.4	1.2	4.1	-0.8	0.0	1.8	-0.4	-2.2
Cc1cccc(-n2ncc3c(NCc4ccc5c(c4)OCO5)ncnc32)c1	-1.8	-1.7	1.2	4.0	1.2	0.3	1.7	4.0	.
Cc1cc(=O)n2[nH]c(SCc3c(F)cccc3Cl)nc2n1	-5.1	-5.4	-0.5	-0.5	-2.8	0.6	3.4	?	-1.1
O=C(Nc1cccc(Oc2ccc(C(=O)O)c(C(=O)O)c2)c1)c1ccc(-c2ccccc2)cc1	28.7*	5.6	0.3	20.4	0.3	1.7	2.5	5.1	3.6
Cc1ccc(-c2nc3cnccn3c2Nc2ccc3c(c2)OCCO3)o1	1.3	19.3	1.2	11.1	-0.7	-1.9	-7.0	-16.8	8.1
COC1OC2COC(c3ccccc3)OC2C(=O)C1NC(=O)c1ccccc1 (stereo not drawn)	-4.4	-4.1	-3.3	-6.9	-0.1	.	1.4	-1.9	-1.2
CCC1C(=O)N=C(SCC(=O)Nc2ccc(Br)cn2)NC1=O (stereo not drawn)	-1.8	-3.4	0.0	-16.0	0.8	1.5	1.4	-0.3	.
COc1ccc(NC(=O)c2cc(F)cc(F)c2)cc1Cl	-1.6	4.8	-0.2	15.1	-0.8	-0.4	8.3	-5.0	-1.2
Cc1c(C(=O)NCc2nnc(-c3ccccc3)o2)oc2c(F)cccc12	-0.2	3.1	2.3	2.9	1.9	0.0	2.4	-0.6	3.5
CCN(c1cccc(C)c1)S(=O)(=O)c1ccc2c(c1)CCCN2C(C)=O	-1.2	-7.8	-0.7	-4.0	0.5	-2.9	-0.1	-2.4	0.4
O=C(Nc1nnc(Cc2ccc([N+](=O)[O-])cc2)s1)c1ccc2c(c1)OCO2	-5.1	-10.1	5.6	-13.6	0.1	7.0	-0.2	-2.2	.
Cc1ccccc1-c1noc(-c2ccc(O)cc2)n1	-6.6	18.3	-0.8	14.1	-1.6	-0.4	2.2	-3.4	1.6
CCOc1ccc(-c2nnn(CC(=O)NCc3ccc4c(c3)OCO4)n2)cc1	-0.8	9.7	1.1	15.8	-0.5	-0.1	-1.8	-3.1	-0.2
CCn1cc([N+](=O)[O-])c(C(=O)N2N=C(c3ccc4ccccc4c3)CC2c2ccccc2O)n1 (stereo not drawn)	-10.1	15.2	-3.6	11.9	-0.5	-0.9	-3.2	-22.9	0.1
CC(=O)c1c(N2CCOCC2)nc(=O)n(-c2ccccc2)c1C	-1.2	2.4	-2.6	-6.6	0.5	-1.9	-6.0	0.6	1.9
O=C1NCC(c2ccccc2)C1C(=O)N/N=C\c1ccc(-c2cccc(Cl)c2Cl)o1 (stereo not drawn)	-4.5	21.0	-2.6	2.8	0.3	0.2	-3.0	0.7	-1.1
Cc1ccc(CCNC(=O)CNC(=O)c2cccs2)cc1	0.0	-3.8	0.2	-13.1	0.3	1.6	-0.8	-4.0	.
CC(C)(C)c1nnc(NC(=O)Cc2ccccc2[N+](=O)[O-])s1	-2.0	6.0	-0.2	21.0	0.3	-1.6	-1.9	7.0	.

Taken from the listing (two entries):
SMILES	FadD28 FP inh	GDH-TPI counter	Mtb FBA inh	CCHFV vOTU inh	BoNT A protease	UGM FP inh	PrPC TRFRET	BoNT-F LC inh	Mtb BioA inh
Cc1cc(=O)n2[nH]c(SCc3c(F)cccc3Cl)nc2n1	-5.1	-5.4	-0.5	-0.5	-2.8	0.6	3.4	?	-1.1
O=C(Nc1cccc(Oc2ccc(C(=O)O)c(C(=O)O)c2)c1)c1ccc(-c2ccccc2)cc1	28.7*	5.6	0.3	20.4	0.3	1.7	2.5	5.1	3.6

(more compounds)
SMILES	FadD28 FP inh	GDH-TPI counter	Mtb FBA inh	CCHFV vOTU inh	BoNT A protease	UGM FP inh	PrPC TRFRET	BoNT-F LC inh	Mtb BioA inh
NCCOc1cnn(-c2ccccc2Cl)c(=O)c1Cl	-0.7	5.9	-0.2	-4.1	-0.8	0.7	5.9	-13.1	.
CN(CCc1ccccc1)C(=O)c1ccc(NC(=O)Cc2cccc(NC(=O)C3CCN(C(=O)CCc4ccccc4)CC3)c2)cc1	-0.8	-0.9	1.8	5.2	-0.7	.	-3.7	-3.1	-1.2
COc1cc2c(cc1OC)C(c1c(Cl)cccc1Cl)NC(=O)C2 (stereo not drawn)	0.0	4.1	0.0	6.4	-1.1	3.4	1.6	2.5	2.2
CC(=O)Nc1nc2ccccc2n1CCOc1ccccc1Cl	-0.4	0.0	-1.9	0.0	-0.4	0.0	-2.7	6.3	.
CN(Cc1ccccc1F)C(=O)CCCNC(=O)c1ccc(Cl)cc1	-4.2	-8.9	1.6	11.8	0.7	-0.1	1.3	11.1	7.9
CCOc1cc(N2CCOCC2)c(OCC)cc1NC(=O)CN1C(=O)NC(CC(C)C)C1=O (stereo not drawn)	-1.8	-7.0	1.4	-5.8	-0.7	2.1	-7.6	-3.9	.
CCOc1nc(NCCC2=CCCCC2)nc(N2CCOCC2)n1	0.3	-1.1	2.5	-1.8	-0.5	-0.7	5.3	-4.0	-2.8
Cc1cc(-c2csc(NC(=O)c3ccc(S(=O)(=O)N(C)C)cc3)n2)c(C)n1-c1ccccc1	-2.7	12.1	0.4	-11.2	6.7	-0.4	-5.8	7.9	.
O=C(Nc1ccc(Cl)cc1)Nc1ccc(N2CCCC2)c(S(=O)(=O)Nc2ccccc2Cl)c1	-3.0	11.1	1.8	-0.5	-0.4	0.5	-2.8	-11.8	.
CCOc1ccc(CCNC(=O)C2CCN(S(=O)(=O)N3CCOCC3)CC2)cc1OCC	-0.6	-2.5	-1.8	-12.8	-0.8	-0.1	-0.9	3.1	.
COc1ccccc1OCCC(=O)NNC(=O)c1ccccc1F	.	2.8	-0.9	9.7	1.0	-3.0	1.6	-2.3	25.1
CSCCC(NC(=O)c1ccccc1Cl)C(=O)NCC(c1ccc(F)cc1)N1CCOCC1 (stereo not drawn)	-2.7	3.5	0.7	0.3	-0.2	.	8.6	-6.7	-0.1
CC(C)N1CC(C(=O)Nc2cccc([N+](=O)[O-])c2)CC1=O (stereo not drawn)	-1.7	5.1	1.6	-4.5	-0.6	-1.6	-7.0	-49.2	0.4
COC(=O)c1cccc(NC(=O)c2cccc(-n3cnnn3)c2)c1	-1.9	8.9	1.7	19.8	0.3	.	0.9	-3.0	-1.5
COc1ccc(S(=O)(=O)N(CCc2ccccc2)CC(=O)N/N=C/c2ccc3c(c2)OCO3)cc1	-2.8	3.2	-1.4	19.4	-0.8	-1.9	2.1	2.1	.
CC1(C(=O)NS(=O)(=O)C2CC2)CCN(C(=O)c2ccc3ccccc3n2)C1 (stereo not drawn)	-1.9	3.1	-1.8	-3.7	-0.4	.	-2.2	-7.9	-1.4
c1ccc(CCNc2ccc3c(c2)Cc2ccccc2-3)nc1	-1.2	5.3	-1.4	13.1	-0.4	.	1.1	-6.6	-1.3
COC(=O)c1ccc(-n2c(C)nc(=O)c(-c3ccccc3)c2C)cc1	-4.7	5.7	4.2	-11.3	-1.4	-1.6	-3.1	-2.5	.
CCCOc1ccc(-c2c(C(=O)N/N=C/c3ccco3)nnn2-c2nonc2N)cc1	-1.0	21.0	4.8	1.8	1.1	0.5	0.5	0.2	-2.7
NS(=O)(=O)c1cccc(NC(=O)CC2(CC(=O)O)CCCC2)c1	.	-4.4	0.4	7.4	-1.6	0.3	-0.1	3.4	.
C=CCn1c(SCC(=O)N(CC)c2c(N)n(Cc3ccccc3)c(=O)[nH]c2=O)nnc1-c1ccccc1OC	-1.2	3.0	0.9	2.8	-0.5	.	-5.2	-4.8	8.1
O=C(Nc1ccc2c(c1)C(=O)NC2=O)c1ccccc1	0.6	-3.3	40.7*	-46.6	-0.4	0.1	5.0	-5.6	-2.0
CCOC(=O)C(C)OC(=O)C1=C(C)NC(=O)NC1c1ccc2c(c1)OCO2 (stereo not drawn)	-0.3	10.4	-1.2	4.8	-1.3	1.3	-8.1	2.1	0.4
CC(=O)N(CCC1(C(C)C)CCOC(C)(C)C1)Cc1ccco1 (stereo not drawn)	-4.9	-1.0	-3.3	1.1	?	2.5	3.3	0.7	-1.6
COc1cc(NS(=O)(=O)c2ccc(NC(=O)c3ccc(C)o3)cc2)nc(OC)n1	-4.2	-6.4	-1.8	0.1	?	8.0	-0.7	18.7	.

Complete entries from above. Values in the order: FadD28 FP inh | GDH-TPI counter | Mtb FBA inh | CCHFV vOTU inh | BoNT A protease | UGM FP inh | PrPC TRFRET | BoNT-F LC inh | Mtb BioA inh
Entry for COC(=O)c1cccc(NC(=O)c2cccc(-n3cnnn3)c2)c1 : -1.9 | 8.9 | 1.7 | 19.8 | 0.3 | . | 0.9 | -3.0 | -1.5
Entry for COc1ccc(S(=O)(=O)N(CCc2ccccc2)CC(=O)N/N=C/c2ccc3c(c2)OCO3)cc1 : -2.8 | 3.2 | -1.4 | 19.4 | -0.8 | -1.9 | 2.1 | 2.1 | .

Next part.
SMILES	FadD28 FP inh	GDH-TPI counter	Mtb FBA inh	CCHFV vOTU inh	BoNT A protease	UGM FP inh	PrPC TRFRET	BoNT-F LC inh	Mtb BioA inh
C#CCN(C)CC/C=C1\c2ccccc2CSc2ccccc21	-7.6	6.2	-5.3	25.1	0.0	1.3	9.2	0.1	5.9
O=C(/C=C/c1ccc(F)cc1)Nc1ccc2[nH]c(=O)[nH]c2c1	-0.6	41.6*	1.9	10.1	0.2	-0.5	0.2	-1.3	0.1
COC(=O)c1ccc(/C=N/N2CCN(Cc3ccc(Cl)cc3)CC2)cc1	-3.5	-6.9	0.7	13.6	-4.3	0.3	-3.4	-29.5	-0.4
CC1CCCCN1S(=O)(=O)c1ccc([N+](=O)[O-])cc1 (stereo not drawn)	0.9	11.2	-1.0	3.7	-2.4	0.6	-36.8	?	-0.8
CNC(=O)c1ccsc1NC(=O)c1sc2ccccc2c1Cl	-3.0	1.4	-0.7	-2.3	-0.4	0.6	-3.5	-11.9	-1.3
O=C(c1cccnc1Nc1ccc2c(c1)CCC2)N1CCOCC1	-1.4	11.7	-0.3	-4.1	1.5	-4.8	3.1	-11.3	-1.2
O=C(NCc1ccccc1)/C(=C/c1ccco1)NC(=O)c1ccco1	-2.2	0.0	-0.1	-10.0	0.2	-1.4	10.0	1.3	-1.3
CCOc1ccc(-c2nc(C#N)c(N3CCCCCC3)o2)cc1	0.5	13.7	99.8*	-22.5	-0.9	-1.1	-3.1	-9.9	-1.5
CCCCC(=O)Nc1cccc(NC(=S)NC(C)=O)c1	-0.9	4.3	-0.4	-0.8	0.3	0.9	6.9	4.3	.
CN(C)/C=N/C(=S)Nc1ccc(Cl)c(Cl)c1	-1.4	-1.3	-3.6	7.0	0.1	-0.2	3.7	1.7	-0.8
CC(C)n1c(CN(C)c2ccccc2)nc2ccccc21	-4.2	0.0	1.1	-0.4	1.3	-5.3	7.0	14.9	0.4
COc1ccc(C(C(=O)NC2CCCCC2)N(C(=O)c2sc(C)nc2C)c2ccccc2)cc1 (stereo not drawn)	-2.3	-3.1	-0.4	1.4	0.2	0.1	1.6	-1.2	-0.2
Cc1sc(NC(=O)CSc2nnc(-c3ccc(F)cc3)o2)c(C#N)c1C	-2.2	15.0	-0.9	-5.3	0.1	-1.8	-3.1	0.8	0.7
